Bioassay records (PubChem)
GAA glycogen mod – qHTS Assay for Inhibitors and Activators of Human alpha-Glucosidase Cleavage of Glycogen | 300,000 tested, 0.38% active | Lysosomal alpha-glucosidase (Homo sapiens), P10253 | Potency, µM (highest dose often 76.4 µM), for the others: top-dose activity change, negative = inhibition, actives largely listed as inhibitors | recombinant GAA, glycogen substrate, Amplex Red glucose oxidase fluorescence;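 note: 0% = full enzyme reaction and -100% = no-enzyme basal signal; the screen sought inhibitors and activators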
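Recombinant human alpha-glucosidase (4 nM final) hydrolysed bovine liver glycogen (30 ug) for 40 min at 37 C in pH 5.0 citrate/phosphate with 0.01% Tween-20. Released glucose detected by glucose oxidase/Amplex Red, Ex 573/Em 610 nm. Compounds up to 77 uM; AC50 from Hill fits.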
GAA spleen mod – qHTS Assay for Inhibitors and Activators of Human alpha-Glucosidase From Spleen Homogenate; Lysosomal alpha-glucosidase (Homo sapiens), P10253; 240,000 tested, 0.006% active; human spleen homogenate, 4-MU-alpha-glucoside fluorescence; Potency, µM (titrated, usually from 79.9 µM), without a hit: at the top dose activity change, negative = inhibition, most hits filed as inhibitors; AID 2112, 2009;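 note: 0% = enzyme with vehicle and -100% = no enzyme basal signal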
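Human spleen homogenate (1 ug) incubated with compounds and 1 mM 4-methylumbelliferyl-alpha-D-glucopyranoside in pH 5.0 citrate/phosphate buffer, 37 C, 40 min. Stopped at pH 10; 4-MU fluorescence (Ex 365/Em 440 nm); AC50 by Hill fit.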
Tau fluor counter – Counterscreen qHTS for Inhibitors of Tau Fibril Formation, Fluorescence Polarization. tau K18 P301L Alexa594 fluorescence, heparin fibrillization. Potency, µM (top dose mostly 57.7 µM), without a hit: at the top dose activity change, negative = decrease. 280,000 tested, 0.93% active. AID 1463, 2008; note: % is set by controls: 0 for no effect and ±100 for the full control effect; nearly all actives have a fitted effect of over 55% in size
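Human K18 P301L tau (15 uM unlabeled plus 0.24 uM Alexa 594-labeled, final) in 100 mM sodium acetate pH 7 was mixed with compound and 20 uM heparin and incubated 6 hr at 37 C.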
Tau FP inhib – qHTS for Inhibitors of Tau Fibril Formation, Fluorescence Polarization | Microtubule-associated protein tau (Homo sapiens), P10636 | K18 P301L tau heparin fibrillization, Alexa594 FP, 6 h | AID 1468, 2008 | 280,000 tested, 0.39% active | Potency, µM (doses to about 57.7 µM), for inactives: top-dose activity, negative = inhibition, hits mostly inhibitors; note: % is set by controls: 0 for no effect and ±100 for the full control effect; nearly all actives have a fitted effect of over 55% in size
Target sequence (P10636 561-689 P618L limits assumed): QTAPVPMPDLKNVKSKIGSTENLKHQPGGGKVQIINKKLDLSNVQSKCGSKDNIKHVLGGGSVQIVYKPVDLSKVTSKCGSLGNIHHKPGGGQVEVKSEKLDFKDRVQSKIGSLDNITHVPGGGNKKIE
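Quantitative HTS format: compounds meet 15 uM recombinant K18 P301L tau and Alexa 594-tau tracer in 100 mM sodium acetate pH 7; 20 uM heparin triggers fibrillization at 37 C over 6 hr; FP gives the signal.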
GLA spleen mod – qHTS Assay for Inhibitors and Activators of Human alpha-Galactosidase From Spleen Homogenate; Alpha-galactosidase A (Homo sapiens), P06280; human spleen homogenate, 4MU-alpha-Gal fluorescence, 40 min; Potency, µM (doses to about 80 µM), for the others: at the highest dose activity change, negative = inhibition, usual class: inhibitors; 240,000 tested, 0.008% active; AID 2107, 2009;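 note: 0% = enzyme with vehicle and -100% = no enzyme basal signal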
Target sequence (P06280 32-429 limits assumed): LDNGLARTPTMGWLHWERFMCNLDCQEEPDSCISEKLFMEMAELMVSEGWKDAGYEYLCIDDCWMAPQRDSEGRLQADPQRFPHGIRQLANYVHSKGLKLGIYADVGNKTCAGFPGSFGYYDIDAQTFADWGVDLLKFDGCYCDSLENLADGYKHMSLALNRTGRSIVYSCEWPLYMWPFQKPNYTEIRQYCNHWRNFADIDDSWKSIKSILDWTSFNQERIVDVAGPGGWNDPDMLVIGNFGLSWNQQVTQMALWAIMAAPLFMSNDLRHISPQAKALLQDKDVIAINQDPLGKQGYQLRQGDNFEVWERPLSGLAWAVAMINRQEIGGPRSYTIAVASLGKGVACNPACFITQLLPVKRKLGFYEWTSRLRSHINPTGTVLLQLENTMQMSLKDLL
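Fluorogenic readout (Ex 365/Em 440 nm) of 4-methylumbelliferone released from 1 mM 4-MU-alpha-galactoside by spleen homogenate, 40 min at 37C, pH 5.0. Data normalized to no-enzyme and enzyme controls; Hill-equation AC50 from compound titrations.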
GAA inhib – qHTS Assay for Inhibitors of Human alpha-Glucosidase as a Potential Chaperone Treatment of Pompe Disease. Potency, µM (top dose mostly 76.9 µM), for the others: top-dose activity change, negative = inhibition, actives largely listed as inhibitors. 200,000 tested, 0.005% active. purified human GAA, 4-MU-alpha-glucoside fluorescence. Lysosomal alpha-glucosidase (Homo sapiens), P10253. AID 1466, 2008;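 note: plate controls were uninhibited enzyme wells for no effect and no-enzyme background for full effect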
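Human enzyme at 4 nM with 400 uM 4-methylumbelliferyl-alpha-D-pyranoside, citrate/phosphate buffer pH 5.0, 0.005% Tween-20, 20 min at room temperature. Compounds up to 77 uM. 4-MU fluorescence (Ex 365/Em 440) read after NaOH/glycine stop; AC50 from Hill fit.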
HTT ATP protect – qHTS Multiplex Assay to Identify Dual Action Probes in a Cell Model of Huntington: Cytoprotection (ATP) | PC12 HTT-Q103 induced, cytoprotection, ATP luminescence, 40 h | Potency, µM (doses to about 56.4 µM), for inactives: cytoprotection (ATP increase), hits mostly activators | 230,000 tested, 0.14% active | AID 1471, 2008;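 note: % of control where 0% means no effect; nearly all actives have a fitted effect of over 45% in size; toxic huntingtin expression switched on by the ecdysone agonist tebufenozide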
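PC12 cells with ecdysone-inducible HTT exon 1 Q103-GFP, induced with 100 nM tebufenozide and co-treated with library compounds in a dose series (1536-well, 1500 cells/well). Cytoprotection read as ATP content by ATPlite luminescence.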
Tau fibril ThT – qHTS for Inhibitors of Tau Fibril Formation, Thioflavin T Binding | Microtubule-associated protein tau (Homo sapiens), P10636 | recombinant tau K18 P301L, heparin-induced fibrillization, ThT fluorescence | Potency, µM (titrated, usually from 57.4 µM), for inactives: top-dose activity, negative = inhibition, usual class: inhibitors | 270,000 tested, 2.1% active | AID 1460, 2008; note: % is set by controls: 0 for no effect and ±100 for the full control effect; nearly all actives have a fitted effect of over 55% in size
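Fibril formation assay: tau K18 P301L at 15 uM with trace Alexa 594 label, heparin inducer 20 uM, pH 7 sodium acetate buffer, 37 C for 6 hr; endpoint ThT signal.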
The depositor's hits bear a star; ? = inconclusive; · = no result given; & = joins results of further samples; [ ] = another dose, or the depositor's remark. Calls come from the whole dose curve; as a rule, active = well fitted curve in the direction sought with a large enough effect; inconclusive = small, poorly fitted or top-dose-only effect, or another doubt; inactive = no such curve, though single readings can be large; an effect the other way counts as inactive or inconclusive. Potency is the fitted concentration of half-maximal effect.

SMILES	GAA glycogen mod	GAA spleen mod	Tau fluor counter	Tau FP inhib	GLA spleen mod	GAA inhib	HTT ATP protect	Tau fibril ThT
CCN(CC)C(=O)CSCc1cnn(-c2ccccc2)c1-n1cccc1	3%	5%	-21%	-6%	5%	-6%	-20%[10 µM]	?
CCNCc1cc([N+](=O)[O-])ccc1OCC	-8%	11%	-1%	-3%	5%	2%	11%	1%
Cc1snc(SCC(=O)c2ccc([N+](=O)[O-])cc2)c1C#N	?	·	-26%	?	1%	-4%	?	14µM*
C=CCN1C=C2C(=O)C(C)(OC(=O)c3cccs3)C(=O)C=C2C=C1CCCC(=O)OC (stereo not drawn)	14%	1%[17.4 µM]	0%[11.6 µM]	?	-8%[17.5 µM]	·	-16%&-29%[10 µM]	?
CC/C(=N/OC(=O)c1cccc(C)c1)C(=O)c1cccs1	-1%	1%	-2%	3%	-2%	4%	-9%	0%
COc1ccc(C(=O)c2ccccc2Cl)cc1OC	3%	-18%	2%	5%	-2%	3%	-46%	-1%
C=CCCC(=O)Nc1nc(C)c(-c2csc(Nc3cccc(OC)c3)n2)s1	1%	2%	?	?	-3%	-6%	-26%	14µM*
Cc1ccc(NC(=O)CN2C(=O)C3C4C=CC(C4)C3C2=O)cc1S(=O)(=O)N(C)C (stereo not drawn)	13%	-9%	-9%	-12%	-13%	-6%	0%[10 µM]	-4%
COc1cc(/C=C2\SC(=S)N(CC(=O)Nc3ccc(O)cc3)C2=O)cc(OC)c1OC	5%	0%	?	14%	-4%	1%	-19%	?
Cc1cc(NC(=O)NN2CCOCC2)nn1-c1c(Cl)cc(Cl)cc1Cl	6%	-5%	-4%	-1%	-3%	-14%	12%[10 µM]	-7%
COc1cccc(C(=O)N(Cc2ccc(N(C)C)cc2)C2CCS(=O)(=O)C2)c1 (stereo not drawn)	?	-15%	2%	-4%	?	-1%	-16%	7%
Cc1cc(C)c(OCC(=O)N/N=C/c2ccc3c(c2)OCO3)c(C)c1	0%	-4%	4%	-4%	2%	-4%	16%[10 µM]	0%
CCCOc1ccc(N2C(=O)CC(N(O)c3ccccc3)C2=O)cc1 (stereo not drawn)	?	3%	-2%	4%	0%	9%	-14%	?
C/C(=N/NC(=S)Nc1ccccc1)c1ccc2c(c1)OCO2	-29%	0%	?	9%	5%	?	-21%[10 µM]	?
CCOc1cc(CNC(=O)CN2C(=O)c3ccccc3S2(=O)=O)ccc1OC	7%	3%	2%	4%	9%	2%	8%	5%
C/C(=N/NC(=O)c1ccoc1C)c1ccc(NC(=O)c2ccncc2)cc1	-21%	-5%	-20%	1%	2%	-2%	?	?
OCC1CCCN(C(=S)NCCc2ccccc2)C1 (stereo not drawn)	17%	-5%	3%	-2%	2%	-1%	-21%	1%
Cc1nn(CCCC(=O)N2CCN(c3ccc(F)cc3)CC2)c(C)c1[N+](=O)[O-]	-5%	6%	-10%	1%	4%	-4%	-8%	?
NS(=O)(=O)c1ccc(CCNC(=O)CN2CCN(c3ccccc3F)CC2)cc1	0%	3%	9%	3%	8%	-1%	11%[10 µM]	4%
O=C(/C=N/O)Nc1ccccc1C(=O)O	-1%	4%	-5%	3%	2%	3%	-12%	-6%
COc1ccccc1N1CCN(c2nc(N)c(C#N)c(CC#N)c2C#N)CC1	0%	1%	-22%	5%	2%	-11%	-12%	?
Cc1ccc(OCCOc2ccc(Br)cc2)c([N+](=O)[O-])n1	-2%	-4%	?	-3%	9%	-12%	12%[10 µM]	?
O=C(NCCc1ccccn1)C1CCN(S(=O)(=O)c2ccc3ccccc3c2)CC1	-7%	2%	-3%	1%	10%	-7%	·	-3%
CCOc1ccccc1NS(=O)(=O)c1ccc(Br)s1	0%	-3%	-8%	-2%	-1%	2%	-16%[0.074 µM]	15%

5 neighbouring compounds already listed:
SMILES	GAA glycogen mod	GAA spleen mod	Tau fluor counter	Tau FP inhib	GLA spleen mod	GAA inhib	HTT ATP protect	Tau fibril ThT
C/C(=N/NC(=S)Nc1ccccc1)c1ccc2c(c1)OCO2	-29%	0%	?	9%	5%	?	-21%[10 µM]	?
CCOc1cc(CNC(=O)CN2C(=O)c3ccccc3S2(=O)=O)ccc1OC	7%	3%	2%	4%	9%	2%	8%	5%
C/C(=N/NC(=O)c1ccoc1C)c1ccc(NC(=O)c2ccncc2)cc1	-21%	-5%	-20%	1%	2%	-2%	?	?
OCC1CCCN(C(=S)NCCc2ccccc2)C1 (stereo not drawn)	17%	-5%	3%	-2%	2%	-1%	-21%	1%
Cc1nn(CCCC(=O)N2CCN(c3ccc(F)cc3)CC2)c(C)c1[N+](=O)[O-]	-5%	6%	-10%	1%	4%	-4%	-8%	?

Following part
SMILES	GAA glycogen mod	GAA spleen mod	Tau fluor counter	Tau FP inhib	GLA spleen mod	GAA inhib	HTT ATP protect	Tau fibril ThT
CN(c1ccccc1)S(=O)(=O)c1cccc(NC(=O)c2ccc3ncsc3c2)c1	-10%	-6%	16µM*[quencher]	?	-3%	·	20%[10 µM]	-7%
O=S(=O)(NCc1ccccc1)c1ccc(Cl)c(S(=O)(=O)NCc2ccccc2)c1	11%	-12%	-23%	-4%	-5%	1%	-1%	-16%
c1ccc(-n2ncc3c(N4CCCC4)ncnc32)cc1	4%	10%	-19%	11%	2%	?	-39%[inhibitor]	?
COc1ccc(OC(=O)CCCN2C(=O)c3ccccc3C2=O)cc1	3%	-11%	-12%	-7%	-2%	-5%	-4%[0.074 µM]	-11%
S=C(NCCc1ccccc1)N1CCN(C(c2ccccc2)c2ccccc2)CC1	-10%	2%	-19%	-1%	3%	-3%	4%[10 µM]	0%
COC(=O)c1ccc(C2C3=C(Nc4nnnn42)c2ccccc2OC3)cc1 (stereo not drawn)	-5%	-14%	-3%	-2%	-12%	-2%	-15%[10 µM]	-13%
N#C/C(=C/c1cn(-c2ccccc2)nc1-c1cccc(S(=O)(=O)N2CCCC2)c1)C(=O)NCc1ccco1	0%	3%	-4%	-10%	3%	?	-28%[10 µM]	-11%
O=C(c1cnn2c(C(F)(F)F)cc(-c3ccc(Br)cc3)nc12)N1CCOCC1	-7%	0%	-5%	-6%	0%	-10%	-11%	0%
CCCCNc1nc(-c2ccccc2)nc(-n2ccnc2)n1	4%	1%	-8%	-2%	10%	-6%	17%[10 µM]	-1%
CCO[C@H]1OC(C(=O)N2CCN(Cc3ccccc3)CC2)=C[C@@H](c2cn(C(C)=O)c3ccccc23)[C@@H]1CCCO	-5%	2%	3%	9%	0%	·	-24%[10 µM]	-8%
COc1cc(-c2nc(-c3ccc(NC(=O)c4ccc5c(c4)OCO5)cc3)no2)cc(OC)c1OC	-3%	-7%	-25%	-9%	-1%	-13%	-14%[0.074 µM]	-17%
CC(=O)NCc1c(I)c(NC(C)=O)c(I)c(C(=O)O)c1I	·	-13%	-6%	8%	8%	·	?	-11%
CCOC(=O)c1ccc(Nc2nc(C)cc(C)c2C#N)cc1	6%	2%	-18%	-8%	2%	0%	7%[10 µM]	-24%
Cn1c(N2CCC(C(N)=O)CC2)nc2c1c(=O)n(Cc1ccc(Cl)cc1)c(=O)n2C	0%	0%	-11%	7%	7%	?	-15%[0.074 µM]	-3%
CCOc1cc(/C=C2\C(=O)N(c3cccc(C(F)(F)F)c3)C(=O)c3ccccc32)ccc1O	?	5%	-15%	3%	-2%	-10%	-5%[10 µM]	-15%
Cn1c(=O)cc(OCCCC(=O)N2CCN(c3ccccc3)CC2)c2ccccc21	7%	-1%	-2%	5%	-14%	?	-17%	?
O=C(Nc1ccc(Cl)cc1-c1nc2ccccc2s1)c1ccco1	-2%	-7%	-18%	?	-8%	-2%	-2%	-18%
CCCCCn1c(=O)[nH]c2cc(C(=O)N3CCN(c4ccccc4F)CC3)ccc2c1=O	16%[76.3 µM]	·	-15%	-1%	·	·	·	-7%
CCOc1cc(NC(=S)NCC2CCCO2)c(OCC)cc1NC(=O)c1ccccc1C (stereo not drawn)	-21%	2%	-20%	14%	8%	-1%	-47%[inhibitor]	-5%
CS(=O)(=O)N1CCN(c2ccnc3cc(Cl)ccc23)CC1	9%	-2%	1%	0%	-3%	0%	·	0%
Cc1cc(NCCN2CCOCC2)c2ccc3ccccc3c2n1	17%	-5%	-1%	7%	0%	6%	27%[10 µM]	-2%
COc1cccc(CNC(=O)C(C)n2ccc3cc(S(=O)(=O)N4CCCCCC4)ccc32)c1 (stereo not drawn)	1%[76.3 µM]	·	-26%	-3%	·	·	·	3%
Cc1cc(C)c2nc(NC(=O)c3cccc(S(=O)(=O)N4CCc5ccccc54)c3)sc2c1	-4%	13%	-2%	1%	10%	11%	-30%[10 µM]	0%
CC(=O)NCCCc1nc2ccccc2n1Cc1ccc(C)cc1	2%	-9%	-8%	-2%	-7%	0%	2%	-6%
CCC(C(=O)Nc1ccccc1OC)n1c(C(=O)OC)cc2ccsc21 (stereo not drawn)	-6%	-7%	?	-13%	-4%	-2%	-15%	-12%
Cc1ccc(Nc2nnc(SC3CCOC3=O)s2)c(C)c1 (stereo not drawn)	6%	-3%	-13%	5%	-5%	3%	2%[10 µM]	-11%
COc1ccccc1CC(NC(C)=O)C(=O)NC1CCN(C(=O)c2ccc([N+](=O)[O-])cc2)CC1 (stereo not drawn)	-2%	0%	-6%	-2%	3%	-2%	3%[10 µM]	-4%
CCN(CC)S(=O)(=O)c1ccc(F)cc1	6%	8%	6%	8%	3%	4%	-5%[10 µM]	0%
